sPLA2-III inh: Inhibits HGIII-sPLA2 liposome hydrolysis, primary screen; inhibition, % at 12.2 µM; QFRET BODIPY PC-A2 liposome hydrolysis, fluorescence; 370,000 compounds, 0.56% hits; Q9NZ20;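 active = inhibition above mean plus 3 SD of compounds lying within the high and low control bounds, cut at about 19% in these data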;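 note: 0% = median of test compound wells and 100% = no enzyme DMSO wells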
Target sequence (Q9NZ20 whole entry, looked up): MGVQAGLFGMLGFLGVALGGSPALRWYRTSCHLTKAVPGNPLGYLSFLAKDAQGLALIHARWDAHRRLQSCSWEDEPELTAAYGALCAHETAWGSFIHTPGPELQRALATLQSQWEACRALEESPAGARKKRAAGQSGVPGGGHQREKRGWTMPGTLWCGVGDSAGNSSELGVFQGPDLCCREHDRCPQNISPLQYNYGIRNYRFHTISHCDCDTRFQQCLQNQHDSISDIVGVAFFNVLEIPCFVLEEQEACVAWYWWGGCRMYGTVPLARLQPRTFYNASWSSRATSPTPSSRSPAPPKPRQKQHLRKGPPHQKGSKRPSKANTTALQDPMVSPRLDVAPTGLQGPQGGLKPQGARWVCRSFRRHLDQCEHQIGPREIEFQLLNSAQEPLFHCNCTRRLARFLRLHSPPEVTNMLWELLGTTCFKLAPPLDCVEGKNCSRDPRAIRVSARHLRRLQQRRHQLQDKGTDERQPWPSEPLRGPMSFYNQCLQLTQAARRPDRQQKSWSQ
hcDAF-12 act: activates DAF-12 receptor from parasite H. contortus; HEK293 hcDAF-12 lit1-tk-luc reporter, luminescence; 0% DMSO, 100% Δ7-dafachronic acid; AID 652067; activation, % at 6.8 µM; 370,000 compounds, 1.4% hits;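 active = activation above the mean of all tested compounds plus 3 SD, cut at about 5.5% in these data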;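 note: 100% = response to 3 µM Δ7-dafachronic acid high control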
NPR2 activator: GC-B (human) receptor activation; activation, % at 10 µM; HEK293-GC-B cells, CNP EC30, cGMP TR-FRET; 0% at EC30 CNP, 100% saturating CNP; 370,000 compounds, 0.11% hits;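 active = activation at 10 µM reaching about 35% in either raw or pattern-adjusted values, limit read from the data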
hgDAF-12 ag: hgDAF-12 agonism, primary luciferase screen. HEK293 GAL4-hgDAF12 UAS-luciferase reporter, agonist luminescence; normalized to butyrate control. activation, % at 6.8 µM. 370,000 compounds, 1.8% hits. AID 687014;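 active = activation above a cutoff set at the mean of all screened compounds plus 3 SD, cut at about 10% in these data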;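 note: 0% = DMSO wells and 100% = sodium butyrate wells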
DAX1 inh-1: NR0B1 (DAX1) inhibition. inhibition, % at 6.75 µM. AID 504766. P51843. HEK293 Gal4-DAX1 luciferase reporter, luminescence. 340,000 compounds, 0.99% hits;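 active = inhibition above the mean over all tested compounds plus 3 SD, cut at about 4.2% in these data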;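 note: 0% = DAX1-transfected cells with DMSO and 100% = empty-vector control cells with DMSO; inhibition shows as a rise in luminescence from relieved DAX1 repression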
Target sequence (P51843 207-470 limits assumed): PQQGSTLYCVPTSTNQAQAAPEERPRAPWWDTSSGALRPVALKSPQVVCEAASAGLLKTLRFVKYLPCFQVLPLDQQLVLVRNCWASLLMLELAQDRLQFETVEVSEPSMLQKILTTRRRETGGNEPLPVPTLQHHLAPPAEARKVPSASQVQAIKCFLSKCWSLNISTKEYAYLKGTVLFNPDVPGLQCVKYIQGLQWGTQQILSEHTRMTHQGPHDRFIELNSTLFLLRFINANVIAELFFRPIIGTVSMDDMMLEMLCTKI
NPR1 activator: GC-A (human) enzyme activation; activation, % at 10 µM; HEK293 GC-A cells, cGMP TR-FRET, EC30 ANP; 0% at EC30 ANP, 100% saturating ANP; 370,000 compounds, 0.14% hits; P16066; AID 1671463; in the data active = activation above about 40%
ssDAF12 agonist: S. stercoralis DAF-12 activation, primary screen. HEK293 ssDAF-12/GRIP1 lit1-tk-luc reporter, luminescence; % of 3 µM dafachronic acid response. 370,000 compounds, 1% hits. activation, % at 6.8 µM. AID 652126;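 active = activation above the mean over all tested compounds plus 3 SD, cut at about 0.9% in these data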;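 note: 0% = DMSO-only wells and 100% = 3 µM delta7-dafachronic acid wells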
DAX1 inh-2: blocks DAX1 repression of SF-1 activated StAR promoter; HEK293T StAR-luciferase reporter, SF-1/DAX-1 repression relief; inhibition, % at 6.8 µM; 370,000 compounds, 1.1% hits; AID 652010;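 active = inhibition above the mean over all tested compounds plus 3 SD, cut at about 3.6% in these data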;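 note: 0% = DAX-1 cells with DMSO and 100% = cells lacking DAX-1 with DMSO; higher inhibition means more luminescence from relief of DAX-1 repression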
FXN GAA850 act: activators of GAA850 frataxin (FXN) promoter; HEK293 lucGAA850 FXN promoter luciferase reporter, 24 h; percent of 10 µM SAHA response; activation, % at 6 µM; 360,000 compounds, 0.56% hits;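 active = activation above the average of all compounds screened plus 3 SD, cutoff fixed separately per campaign, cut at about 7.5% in these data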;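 note: 0% = DMSO wells and 100% = 10 µM SAHA wells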
KLK7 zymogen act: proKLK7 (human) activation, primary screen | AID 652039 | 370,000 compounds, 0.9% hits | activation, % at 7 µM | P49862 | purified proKLK7, EDANS-DABCYL substrate fluorescence; 100% is mature enzyme control, 0% vehicle;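 active = activation above the mean of all tested compounds plus 3 SD, computed per campaign excluding outliers beyond control limits, cut at about 13% in these data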
Target sequence (P49862 whole entry, looked up): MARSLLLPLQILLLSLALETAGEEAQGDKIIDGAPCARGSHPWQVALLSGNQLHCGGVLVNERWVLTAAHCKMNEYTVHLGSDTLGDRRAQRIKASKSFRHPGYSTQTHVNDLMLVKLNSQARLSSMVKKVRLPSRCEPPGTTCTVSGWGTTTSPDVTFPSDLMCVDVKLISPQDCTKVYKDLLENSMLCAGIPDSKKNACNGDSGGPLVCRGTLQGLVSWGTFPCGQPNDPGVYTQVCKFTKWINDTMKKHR
SMARCA2 act: activators of SMARCA2 function; MG213 cells, MMTV-luciferase reporter, dexamethasone, overnight; activation, % at 9.1 µM; 370,000 compounds, 1% hits; AID 652017; in the data active = activation above about 7.8%;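 note: 0% = vehicle wells and 100% = reference activator wells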
Starred values were filed as active, the others as inactive.

Results for CC(C)(C)c1ccc(/C=N/Nc2ccc(C(=O)O)cc2)cc1 ?
sPLA2-III inh: -41; hcDAF-12 act: -5.4; NPR2 activator: 1; hgDAF-12 ag: -15; DAX1 inh-1: -4.5; NPR1 activator: -3; ssDAF12 agonist: -2.5; DAX1 inh-2: -1.8; FXN GAA850 act: -9.5; KLK7 zymogen act: -0.6; SMARCA2 act: -7

Results for CC1CCCCC1NC(=O)CSc1nnc(N)s1 (stereo unspecified) ?
sPLA2-III inh: 0; hcDAF-12 act: -1.5; NPR2 activator: 0; hgDAF-12 ag: 2.8; DAX1 inh-1: -0.2; NPR1 activator: 6; ssDAF12 agonist: -0.1; DAX1 inh-2: 0.4; FXN GAA850 act: -0.4; KLK7 zymogen act: -1.1; SMARCA2 act: -2

What do the screens show for `COc1ccc(C2c3cc4c(cc3OC(NNC(N)=O)C2C)OCO4)cc1` (stereo unspecified)?
sPLA2-III inh: -4; hcDAF-12 act: -0.7; NPR2 activator: -6; hgDAF-12 ag: 0.0; DAX1 inh-1: -1.4; NPR1 activator: -5; ssDAF12 agonist: -1.4; DAX1 inh-2: -3.0; FXN GAA850 act: -3.8; KLK7 zymogen act: -0.7; SMARCA2 act: -2

Results for O=C(Nc1ccc(F)cc1)N(Cc1nnc2n1CCCCC2)c1ccccc1 ?
sPLA2-III inh: 6; hcDAF-12 act: -0.9; NPR2 activator: 1; hgDAF-12 ag: -0.2; DAX1 inh-1: -1.3; NPR1 activator: 3; ssDAF12 agonist: -1.4; DAX1 inh-2: 0.0; FXN GAA850 act: -2.3; KLK7 zymogen act: -0.3; SMARCA2 act: 1

What do the screens show for `CC(=O)c1ccc(NC(=O)Cn2cnc(S(=O)(=O)N3CCOCC3)c2)cc1`?
sPLA2-III inh: 6; hcDAF-12 act: 0.3; NPR2 activator: 4; hgDAF-12 ag: -0.2; DAX1 inh-1: 0.8; NPR1 activator: 5; ssDAF12 agonist: -1.5; DAX1 inh-2: 0.4; FXN GAA850 act: -0.9; KLK7 zymogen act: 0.4; SMARCA2 act: 0

Results for CN1CCN(Cc2cc(Cl)c3cccnc3c2OC(=O)c2cccs2)CC1 ?
sPLA2-III inh: 3; hcDAF-12 act: 1.9; NPR2 activator: -7; hgDAF-12 ag: -1.3; DAX1 inh-1: -0.2; NPR1 activator: -9; ssDAF12 agonist: -0.8; DAX1 inh-2: -0.3; FXN GAA850 act: 0.0; KLK7 zymogen act: 0.5; SMARCA2 act: 0

Results for COc1ccc2nc(N(CCN(C)C)C(=O)c3ccc4c(c3)OCCO4)sc2c1 ?
sPLA2-III inh: 7; hcDAF-12 act: 2.8; NPR2 activator: -11; hgDAF-12 ag: 4.9; DAX1 inh-1: 0.1; NPR1 activator: -2; ssDAF12 agonist: -1.0; DAX1 inh-2: 0.3; FXN GAA850 act: -0.4; KLK7 zymogen act: 0.7; SMARCA2 act: 0

What do the screens show for `COc1ccccc1-c1oc2ccccc2c1C#CCCO`?
sPLA2-III inh: -14; hcDAF-12 act: -1.3; NPR2 activator: -3; hgDAF-12 ag: 0.5; DAX1 inh-1: -0.5; NPR1 activator: 0; ssDAF12 agonist: -1.6; DAX1 inh-2: 0.2; FXN GAA850 act: 2.9; KLK7 zymogen act: -1.4; SMARCA2 act: 2

Results for O=C1CCC(=O)N1OCCOc1ccccc1 ?
sPLA2-III inh: 2; hcDAF-12 act: -0.3; NPR2 activator: 5; hgDAF-12 ag: -2.4; DAX1 inh-1: -0.8; NPR1 activator: 0; ssDAF12 agonist: -1.7; DAX1 inh-2: 0.1; FXN GAA850 act: 0.3; KLK7 zymogen act: 0.3; SMARCA2 act: -1

What do the screens show for `CC1CCCC(NC(=O)CSc2nnc(N)s2)C1C` (stereo unspecified)?
sPLA2-III inh: 3; hcDAF-12 act: -1.6; NPR2 activator: -5; hgDAF-12 ag: 0.3; DAX1 inh-1: 0.2; NPR1 activator: -1; ssDAF12 agonist: -1.3; DAX1 inh-2: 0.0; FXN GAA850 act: -0.1; KLK7 zymogen act: 0.0; SMARCA2 act: -1

What do the screens show for `COc1ccc(CN2C[C@H](C)[C@@H](CC(=O)NCc3ccccc3)C2=O)cc1`?
sPLA2-III inh: 5; hcDAF-12 act: -2.1; NPR2 activator: 6; hgDAF-12 ag: 0.0; DAX1 inh-1: -0.5; NPR1 activator: -1; ssDAF12 agonist: -0.9; DAX1 inh-2: 0.0; FXN GAA850 act: 0.4; KLK7 zymogen act: -0.4; SMARCA2 act: 1

Results for CCOCCCNCc1ccc(OCC(=O)N2CCOCC2)c(OC)c1 ?
sPLA2-III inh: 4; hcDAF-12 act: -0.2; NPR2 activator: 3; hgDAF-12 ag: 0.9; DAX1 inh-1: -0.1; NPR1 activator: 0; ssDAF12 agonist: -1.3; DAX1 inh-2: 0.1; FXN GAA850 act: 2.6; KLK7 zymogen act: 0.1; SMARCA2 act: -1

How did O=C(CN1C(=O)NC2(CCCC2)C1=O)Nc1ccccc1C(F)(F)F do in these assays?
sPLA2-III inh: 6; hcDAF-12 act: -0.6; NPR2 activator: -1; hgDAF-12 ag: 0.2; DAX1 inh-1: 0.1; NPR1 activator: -4; ssDAF12 agonist: -0.9; DAX1 inh-2: 0.0; FXN GAA850 act: 0.1; KLK7 zymogen act: -0.2; SMARCA2 act: -2

How did Cc1ccc(NC(=S)N2CCN(c3ncccn3)CC2)cc1C do in these assays?
sPLA2-III inh: 6; hcDAF-12 act: -1.1; NPR2 activator: 1; hgDAF-12 ag: -1.2; DAX1 inh-1: -0.3; NPR1 activator: -2; ssDAF12 agonist: -1.1; DAX1 inh-2: -0.1; FXN GAA850 act: 1.5; KLK7 zymogen act: 0.1; SMARCA2 act: 3

Results for O=C(Nc1cccc(-c2cccc(F)c2)c1)C1CCN(Cc2ccco2)CC1 ?
sPLA2-III inh: -10; hcDAF-12 act: -0.9; NPR2 activator: -6; hgDAF-12 ag: 0.1; DAX1 inh-1: 1.1; NPR1 activator: -5; ssDAF12 agonist: -0.6; DAX1 inh-2: -0.6; FXN GAA850 act: 0.5; KLK7 zymogen act: 0.1; SMARCA2 act: -3

Results for Cc1cccc(NC(=O)Nc2ccc(S(N)(=O)=O)cc2)c1 ?
sPLA2-III inh: -8; hcDAF-12 act: -1.3; NPR2 activator: 0; hgDAF-12 ag: -1.0; NPR1 activator: 3; ssDAF12 agonist: -0.6; DAX1 inh-2: 0.0; FXN GAA850 act: 0.7; KLK7 zymogen act: -0.8; SMARCA2 act: -1

Results for CCc1ccc[n+](-c2[nH]c(=O)sc2/C=N/N=C(\N)[O-])c1 ?
sPLA2-III inh: 3; hcDAF-12 act: 0.5; NPR2 activator: 3; hgDAF-12 ag: 0.1; DAX1 inh-1: 0.7; NPR1 activator: 10; ssDAF12 agonist: -2.1; DAX1 inh-2: -0.1; FXN GAA850 act: 0.3; KLK7 zymogen act: -0.1; SMARCA2 act: 1

What do the screens show for `COc1ccc(NC(=O)c2ccc(NC(=O)c3nc4nc(C)cc(C)n4n3)cc2)cc1`?
sPLA2-III inh: 5; hcDAF-12 act: 0.3; NPR2 activator: -5; hgDAF-12 ag: -1.4; DAX1 inh-1: 2.4; NPR1 activator: 0; ssDAF12 agonist: -0.6; DAX1 inh-2: -0.6; FXN GAA850 act: 1.1; KLK7 zymogen act: 0.0; SMARCA2 act: -1

Results for COc1ccc(C2C(C(=O)OCC3CCCO3)=C(C)NC3=C2C(=O)CC(c2ccco2)C3)cc1O (stereo unspecified) ?
sPLA2-III inh: -5; hcDAF-12 act: -3.1; NPR2 activator: -7; hgDAF-12 ag: -0.3; DAX1 inh-1: -0.6; NPR1 activator: 1; ssDAF12 agonist: -0.6; DAX1 inh-2: -0.1; FXN GAA850 act: -0.6; KLK7 zymogen act: -0.3; SMARCA2 act: 7

What do the screens show for `Cn1c(=O)c2c(nc(Cc3ccc(N)cc3)n2C)n(C)c1=O`?
sPLA2-III inh: 8; hcDAF-12 act: -0.4; NPR2 activator: -4; hgDAF-12 ag: -1.6; DAX1 inh-1: -1.2; NPR1 activator: 3; ssDAF12 agonist: -0.7; DAX1 inh-2: 0.0; FXN GAA850 act: 1.3; KLK7 zymogen act: -0.8; SMARCA2 act: -1

How did Cc1nc(CN2CCN(S(=O)(=O)c3c(Cl)cc(Br)cc3Cl)CC2)cs1 do in these assays?
sPLA2-III inh: -3; hcDAF-12 act: -0.9; NPR2 activator: -11; hgDAF-12 ag: -0.5; DAX1 inh-1: 0.3; NPR1 activator: -7; ssDAF12 agonist: -0.6; DAX1 inh-2: 0.0; FXN GAA850 act: 1.4; KLK7 zymogen act: 0.1; SMARCA2 act: 0

Results for CCOc1ccc(NC(=O)c2ccc(CC)s2)c([N+](=O)[O-])c1 ?
sPLA2-III inh: 8; hcDAF-12 act: -0.8; NPR2 activator: 2; hgDAF-12 ag: 8.8; DAX1 inh-1: -0.5; NPR1 activator: 3; ssDAF12 agonist: -1.2; DAX1 inh-2: 1.0; FXN GAA850 act: 4.4; KLK7 zymogen act: -0.1; SMARCA2 act: -2

How did CCC(C(=O)c1ccccc1)P(=O)(NN)c1ccccc1 (stereo unspecified) do in these assays?
sPLA2-III inh: -6; hcDAF-12 act: -1.4; NPR2 activator: 6; hgDAF-12 ag: 1.0; NPR1 activator: 4; ssDAF12 agonist: -1.2; DAX1 inh-2: 0.1; FXN GAA850 act: -0.9; KLK7 zymogen act: 0.3; SMARCA2 act: 6

Results for CCCCOc1ccc(C2=NNC(=O)CC2)cc1 ?
sPLA2-III inh: 4; hcDAF-12 act: 0.2; NPR2 activator: 1; hgDAF-12 ag: 6.9; DAX1 inh-1: 2.9; NPR1 activator: 5; ssDAF12 agonist: -0.6; DAX1 inh-2: 0.1; FXN GAA850 act: 10*; KLK7 zymogen act: 0.6; SMARCA2 act: 3

Results for CCC1Oc2ccccc2N(CC(=O)NCCN2CCCC2)C1=O (stereo unspecified) ?
sPLA2-III inh: 0; hcDAF-12 act: 1.1; NPR2 activator: 4; hgDAF-12 ag: 0.7; DAX1 inh-1: 0.7; NPR1 activator: 1; ssDAF12 agonist: -0.6; DAX1 inh-2: 0.3; FXN GAA850 act: -0.8; KLK7 zymogen act: -0.1; SMARCA2 act: -1

Results for O=C(NCc1cccc(C(F)(F)F)c1)c1cc(-c2ccccc2)nn1CC1CC(c2cccnc2)=NO1 (stereo unspecified) ?
sPLA2-III inh: -7; hcDAF-12 act: -2.3; NPR2 activator: 4; hgDAF-12 ag: -0.1; DAX1 inh-1: 0.3; NPR1 activator: -4; ssDAF12 agonist: -1.2; DAX1 inh-2: -0.8; FXN GAA850 act: 0.0; KLK7 zymogen act: 0.6; SMARCA2 act: 1

High-throughput results deposited in PubChem BioAssay by several laboratories.
